14-3-3 PPI – modulators of 14-3-3 gamma protein binding, primary screen, biochemical, fluorescence polarization; 14-3-3 protein gamma (Homo sapiens), P61981; AID 422, 2006; FP, 14-3-3gamma / TMR-pS259-Raf peptide binding; 0.19% of 160,000 active; inhibition, % at 40 µM; in the data active means inhibition above about 30%;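 further: 0% = protein plus tracer without compound and 100% = blank with tracer alone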
Target sequence (P61981 whole entry, looked up): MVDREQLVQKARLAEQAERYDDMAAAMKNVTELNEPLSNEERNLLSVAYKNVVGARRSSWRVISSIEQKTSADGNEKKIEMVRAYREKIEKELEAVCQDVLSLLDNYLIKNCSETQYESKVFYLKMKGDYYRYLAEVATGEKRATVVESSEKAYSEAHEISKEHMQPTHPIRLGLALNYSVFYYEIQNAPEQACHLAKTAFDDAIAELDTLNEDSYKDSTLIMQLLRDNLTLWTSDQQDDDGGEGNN
* = called active by the depositor; & = joins results of further samples.

SMILES	14-3-3 PPI
O=C(c1ccc(Br)o1)N1CCN(C(=O)c2ccc(Br)o2)CC1	-9
Cc1cc(OCC(=O)Nc2ccc(F)cc2)ccc1Cl	-22
O=C(O)CCC(=O)N1N=C(c2ccc(Br)cc2)CC1c1ccccc1F (stereo not given)	-1
CCOc1ccc(NC(=O)CSc2nnc(Cn3c(=O)sc4ccccc43)n2C)cc1	-3
Cc1ccc(NC(=O)CSc2nc3c(c(=O)n2-c2ccc(F)cc2)SCC3)cc1Cl	-5
O=C(Nc1nccs1)NC1CCCCC1	-1
CCCOc1ccc(C(=O)Nc2ccc3nn(-c4ccc(C)cc4)nc3c2)cc1	-11
COC(=O)c1cc(C(=O)OC)cc(N2C(=O)c3ccc(Oc4cccc(NC(C)=O)c4)cc3C2=O)c1	-7
CCC(COC(=O)Nc1cccc(C)c1C)NC(=O)OCC(C)C (stereo not given)	-7
COc1ccccc1NC(=O)c1sc2nc(C)nc(N3CCCCC3)c2c1C	3
CC(=O)NC1(C2CCCCC2=O)CCCCC1 (stereo not given)	-1
COc1ccc(NC(=O)CCc2nc(-c3ccccc3F)no2)cc1Cl	-11
CC(=O)NC(Cc1c[nH]c2ccccc12)C(=O)Nc1ccc2c(c1)OCO2 (stereo not given)	-5
CCC(=O)N1c2ccccc2C(C)(c2ccccc2)CC1(C)C (stereo not given)	-4
O=C(C1CCN(S(=O)(=O)c2ccc(F)cc2)CC1)N1CCCCCC1	-4
CC(=O)Nc1ccc(N2C(=O)CC(NCCc3cccc(Cl)c3)C2=O)cc1 (stereo not given)	1
COc1ccc(NC(=O)Nc2nccs2)cc1	-5
Cc1ccc2c(c1)C(c1ccc(F)cc1)N(C(=O)C1CC1)CC(=O)N2 (stereo not given)	-1
Cc1c(Cl)cccc1NC(=O)CCN1C(=O)C2C3C=CC(CC3)C2C1=O (stereo not given)	-3
COc1cccc(C(=O)Nc2ccc(O)c(-c3nc4ccccc4o3)c2)c1	-126
COc1cc(C2C(C(=O)c3ccco3)=C(O)C(=O)N2Cc2cccnc2)cc(OC)c1OC (stereo not given)	0
Cc1cccc2sc(NC(=O)CCS(=O)(=O)c3ccc(Br)s3)nc12	-1
CCCOc1cccc(C2/C(=C(/O)c3ccncc3)C(=O)C(=O)N2CCCN(C)C)c1 (stereo not given)	-11
Cc1ccc(S(=O)(=O)N2CCOCC2)cc1C(=O)OCC(=O)N1CCc2ccccc2C1	0
Cc1nc2c(sc(=S)n2-c2ccccc2)c(=O)[nH]1	-13
CCCOc1ccc(-c2nc(C#N)c(N3CCN(CC)CC3)o2)cc1	-4
COc1ccc(Nc2cc(N3CCN(C)CC3)c3noc4c3c2C(=O)c2ccccc2-4)cc1	-357
CC(=O)Nc1ccccc1C(=O)N1CC(C)OC(C)C1 (stereo not given)	-1
CCC(=O)N1CCc2cc(S(=O)(=O)CCC(=O)Nc3c(C)n(C)n(-c4ccccc4)c3=O)ccc21	-7&-7
Cc1cc(C)nc(N(C#N)S(=O)(=O)c2ccccc2Cl)n1	5
CCN=C1Cn2c(nc3scc(-c4ccccc4)c3c2=O)CN1CC	-6
CC(C)(C)c1ccc(-c2cc3ccccn3c2)cc1	-72
C/C=C/Cn1c(N2CCCCCC2)nc2c1c(=O)[nH]c(=O)n2C	-6
O=C1CC(N2CCN(S(=O)(=O)c3ccc(Cl)cc3)CC2)C(=O)N1CCc1ccccc1 (stereo not given)	-6
CC(=N)C1=C(O)CC(C)(C)CC1=O	-1
O=C(O)c1ccc(N2C(=O)C3C4CCC(C4)C3C2=O)cc1 (stereo not given)	-4
CNC(=O)[C@H]1O[C@@H](n2cnc3c(NCc4ccc(N)cc4)ncnc32)C(O)[C@H]1O (stereo not given in full)	-6
O=S(=O)(c1ccc2ccccc2c1)N1CCN(CC2CC=CCC2)CC1 (stereo not given)	-2
Cc1c(CNC(=O)c2cnn3c2NC(c2ccc(Br)cc2)CC3C(F)(F)F)cnn1C (stereo not given)	3
CCn1c(=O)[nH]c2cc(C(=O)N3CCN(c4ccccc4)CC3)ccc2c1=O	4
COc1ccc(C)cc1NC(=O)c1oc(=O)c2ccccc2c1-c1ccccc1	-2
COc1ccc(CNC(=O)c2ccc(Sc3ccc(F)cc3)c([N+](=O)[O-])c2)cc1	2
COc1cccc(C2C3=C(Nc4c2c(=O)[nH]c(=O)n4C)c2ccccc2C3=O)c1 (stereo not given)	2
CN(C)c1ccc(S(=O)(=O)c2ccc(Cl)cc2)cc1	3
COc1ccc(C2CC(C(F)(F)F)n3nc(C(=O)Nc4ccc(C(C)O)cc4)cc3N2)cc1 (stereo not given)	1
COc1ccc(C(=O)Nc2oc(-c3ccccc3)c(-c3ccccc3)c2C#N)cc1OC	-6
CN(C)S(=O)(=O)c1ccc(C(=O)N2CCN=C2SCc2cccc(C(F)(F)F)c2)cc1	1
CCOC(=O)c1sc2nc(C)n(CC(=O)NCC3CCCO3)c(=O)c2c1C (stereo not given)	0
O=C1CCCC2=C1C(c1ccncc1)c1c(nc(SCc3ccccc3Cl)[nH]c1=O)N2 (stereo not given)	-3
Cc1c(C(=O)Nc2ccccc2Br)oc2ccc(S(=O)(=O)N3CC(C)CC(C)C3)cc12 (stereo not given)	-2

Gathered by group: those above containing a thiophene ring, fused or not (4)
SMILES	14-3-3 PPI
COc1ccccc1NC(=O)c1sc2nc(C)nc(N3CCCCC3)c2c1C	3
Cc1cccc2sc(NC(=O)CCS(=O)(=O)c3ccc(Br)s3)nc12	-1
CCN=C1Cn2c(nc3scc(-c4ccccc4)c3c2=O)CN1CC	-6
CCOC(=O)c1sc2nc(C)n(CC(=O)NCC3CCCO3)c(=O)c2c1C (stereo not given)	0

Additional records follow.
SMILES	14-3-3 PPI
CCOC(=O)Cc1nnc(NC(=O)CSc2nc(C)cc(C)n2)s1	10
Cc1noc(C)c1COC(=O)C1(c2cccc(F)c2)CCCC1	-1
O=[N+]([O-])c1ccccc1NS(=O)(=O)c1ccccc1	1
CCOc1ccccc1-n1cnc2cc(C(=O)O)ccc21	57*
O=C(CCn1c(=O)c2ccccc2n(Cc2cccnc2)c1=O)NCc1ccc2c(c1)OCO2	-14
COc1ccc(C2NC(=O)c3ccccc3N2)cc1 (stereo not given)	-8
N#CC1=C(N)Oc2ccccc2C12C(=O)Nc1n[nH]c(-c3ccccc3)c12 (stereo not given)	-5
Cc1ccc(-c2nc3scc(-c4ccc(C)cc4)c3c(=O)o2)cc1	-3
CC(C)C(=O)Nc1ccc(S(=O)(=O)Nc2nccc(C=Cc3ccccc3F)n2)cc1	-3
COC(=O)c1ccccc1NC(=O)CN(c1ccccc1)S(=O)(=O)N(C)C	-4
COc1ccc(C2C(C(=O)N3CCCC3)c3cc(OC)c(OC)cc3C(=O)N2C)cc1OC (stereo not given)	-12
CC(O)CN(Cc1cccc(Cl)c1)CC(C)O (stereo not given)	-4
COc1cccc(C(=O)Nc2ccc(-c3nc4cc(C(C)C)ccc4o3)cc2)c1	-8
NC(=O)CSc1nc2c(sc3ccccc32)c(=O)n1CCCN1CCOCC1	-6&-8
Cc1noc(NS(=O)(=O)c2ccc(NC(=O)c3ccc(Br)o3)cc2)c1C	6&-5
COc1ccc(C2C3=C(CCCC3=O)Nc3nc(C(F)(F)F)nn32)cc1OC (stereo not given)	-5
CCOC(=O)CNC(c1ccccc1)c1cc(Br)ccc1NC(C)=O (stereo not given)	10
CCn1ccnc1C(O)(c1ccccc1)c1nccn1CC	-9
CCCC(=O)N(c1ccc2oc(C)c(C(=O)OC)c2c1)S(=O)(=O)c1cccc([N+](=O)[O-])c1	-5
CC(C)Cc1nc(N2CCOCC2)c(C#N)c2c1CCC2	1

Next part, overlapping the part above by 2 compounds.
SMILES	14-3-3 PPI
CCCC(=O)N(c1ccc2oc(C)c(C(=O)OC)c2c1)S(=O)(=O)c1cccc([N+](=O)[O-])c1	-5
CC(C)Cc1nc(N2CCOCC2)c(C#N)c2c1CCC2	1
O=C(NC1CCCC1)c1cc(-c2cccs2)on1	-9&-9
COCCN1C(=O)c2ccccc2C(C(=O)NCc2ccc(F)cc2)C1c1ccc(F)cc1 (stereo not given)	1
CCOC(=O)CC1C(=O)NCCN1C(=O)COc1ccc(Br)cc1C (stereo not given)	-10
COCCCN1C(=S)NC2c3cc(Br)ccc3OC1(C)C2C (stereo not given)	2
NC(=S)NCCCC(N)C(=O)O (stereo not given)	4
CSC1=NCCN1C(=O)c1ccc(Cl)cc1	3
CN1CCc2c(sc3c2C(=O)NC(c2ccc(OC(=O)c4ccc(C(C)(C)C)cc4)cc2)N3)C1 (stereo not given)	-185
Cc1cc(NS(=O)(=O)c2ccc(NC(=O)c3ccccc3[N+](=O)[O-])cc2)no1	23
COCCCN1C(=S)NC2c3cc(C)ccc3OC1(C)C2C(=O)Nc1ccc(Cl)cc1 (stereo not given)	-2
CCCOC(=O)C1=C(C)NC2=C(C(=O)CC(C)(C)C2)C1c1ccncc1 (stereo not given)	4

Reprinted from the part before: seven compounds; new compounds follow.
SMILES	14-3-3 PPI
COCCCN1C(=S)NC2c3cc(Br)ccc3OC1(C)C2C (stereo not given)	2
NC(=S)NCCCC(N)C(=O)O (stereo not given)	4
CSC1=NCCN1C(=O)c1ccc(Cl)cc1	3
CN1CCc2c(sc3c2C(=O)NC(c2ccc(OC(=O)c4ccc(C(C)(C)C)cc4)cc2)N3)C1 (stereo not given)	-185
Cc1cc(NS(=O)(=O)c2ccc(NC(=O)c3ccccc3[N+](=O)[O-])cc2)no1	23
COCCCN1C(=S)NC2c3cc(C)ccc3OC1(C)C2C(=O)Nc1ccc(Cl)cc1 (stereo not given)	-2
CCCOC(=O)C1=C(C)NC2=C(C(=O)CC(C)(C)C2)C1c1ccncc1 (stereo not given)	4
Fc1cccc2sc(N3CCCCC3)nc12	-5
O=C(c1cc2ccccc2o1)N1CCN=C1SCc1cccc(F)c1	-4
CC(=O)c1ccccc1Oc1nc(CN2CCOCC2)nc2scc(-c3cccs3)c12	-11
Cc1sc2nc(CN(Cc3cccs3)C(=O)NC3CCCCC3)[nH]c(=O)c2c1C	-8
Cc1ccc(C(=O)Nc2ccc(-c3noc(-c4cccc(Cl)c4)n3)cc2)cc1[N+](=O)[O-]	-24
O=[N+]([O-])c1c(NCc2ccccc2)ccc2nonc12	-4
CC(C)C(C(=O)Nc1nccs1)N1C(=O)c2ccccc2C1=O (stereo not given)	-19
COCCNC(=O)CN1CCC(NC(=O)Nc2ccccc2)CC1	-2
CCOc1ccccc1NC1=NS(=O)(=O)c2ccccc21	6
O=c1sc2ccccc2c(N2CCN(c3ccccc3)CC2)c1[N+](=O)[O-]	-2
O=C(NCc1ccc2c(c1)OCO2)c1ccc2nc(-c3ccco3)c(-c3ccco3)nc2c1	-32
COc1ccc(CCN2CC(C(=O)NC3CCCCC3C)CC2=O)cc1OC (stereo not given)	2
Cc1cccc(OCC(=O)Nc2ccc3oc(-c4cccnc4)nc3c2)c1	-42
O=C(CSc1ncn(-c2ccccc2)n1)N1CCN(c2ccccc2)CC1	-15
O=C(CC1Sc2ccccc2NC1=O)Nc1ccc(OC(F)(F)C(F)Cl)cc1 (stereo not given)	-8
CCOC(=O)c1c(O)c2cc(Br)ccc2n(CC)c1=O	-5
O=C(Cn1ccc2ccccc2c1=O)NCc1cccs1	-1
CC1Nc2ccccc2-c2nnc(SCc3ccc(Cl)cc3)nc2O1 (stereo not given)	-25
CC(C)CC(/C(O)=C(\C#N)c1nc2ccccc2[nH]1)N1C(=O)c2ccccc2C1=O (stereo not given)	-4
c1ccc2c(c1)N1CCN2CC1	5

Five entries drawn at random from the list so far, as already listed:
SMILES	14-3-3 PPI
O=C(Cn1ccc2ccccc2c1=O)NCc1cccs1	-1
CCOC(=O)c1c(O)c2cc(Br)ccc2n(CC)c1=O	-5
CC1Nc2ccccc2-c2nnc(SCc3ccc(Cl)cc3)nc2O1 (stereo not given)	-25
O=C(CSc1ncn(-c2ccccc2)n1)N1CCN(c2ccccc2)CC1	-15
Cc1cccc(OCC(=O)Nc2ccc3oc(-c4cccnc4)nc3c2)c1	-42

(further entries)
SMILES	14-3-3 PPI
COc1ccc(NS(=O)(=O)c2ccc(NC(=O)c3ccc([N+](=O)[O-])cc3)cc2)nn1	11
Cc1ccc2sc(-c3ccc(NC4=CC(=O)CC(C)(C)C4)cc3)nc2c1	-62
C/C(Cl)=C/Cn1c(NCCN(C)C)nc2c1c(=O)n(C)c(=O)n2C	0
CCN1C(=O)NC(c2ccccc2[N+](=O)[O-])C(C(=O)OC2CCCCC2)=C1C (stereo not given)	4
COc1ccc(C(=O)CSc2nnc(C3COc4ccccc4O3)n2-c2ccccc2)cc1 (stereo not given)	2
Clc1ccc(-c2nnc(SCc3cn4ccsc4n3)n2CC2CCCO2)cc1 (stereo not given)	5
CCc1cccc(NC(=O)CCS(=O)(=O)c2ccc(Br)cc2)c1	-14
CC(=O)NC(CC(=O)Nc1ccc(S(=O)(=O)N2CCCC2)cc1)c1ccccc1 (stereo not given)	-3
COc1cc(CN2CCN(Cc3cccc(Cl)c3)CC2)cc(OC)c1O	0
Cc1cc(NC(=O)c2ccc(N(C)C)cc2)no1	-4
Ic1cccc(-c2nc(-c3ccncc3)no2)c1	-7
CCC1CCc2nc3sc(C(=O)Nc4cc(OC)c(OC)c(OC)c4)c(N)c3cc2C1 (stereo not given)	-7
CCSCCOC(=O)C1=C(C)NC2=C(C(=O)CC(C)(C)C2)C1c1cccc(O)c1 (stereo not given)	7
NC(=O)C1CCCN(C(=O)NC2CCCCC2)C1 (stereo not given)	0
O=C(CSc1nc2ccccc2c(=O)n1Cc1ccc2c(c1)OCO2)NC1CCCC1	-8
O=S(=O)(Nc1ccc2c(c1)OCCO2)c1cccc2nsnc12	2
CC1=C(C(=O)OC(C)C)C(c2ccccc2)NC(=S)N1C (stereo not given)	-2
COc1ccc(C2=NN(CC(=O)N3CCN(c4ccccc4OC)CC3)C(=O)CC2)cc1	-4
Clc1ccccc1Cn1c(N=Cc2ccc3c(c2)OCO3)nc2ccccc21	-8
O=C1C(Cl)=C(Cl)C(=O)N1CCOCCOCCN1C(=O)C(Cl)=C(Cl)C1=O	-11
CCCCCn1c(SCC#N)nc2cc(C(=O)N3CCc4ccccc4C3)ccc2c1=O	-5
CC1CCCC(C)N1CCCNC(=O)C1c2ccccc2C(=O)N1CCc1ccc(Cl)cc1 (stereo not given)	-11
CCCn1c(=N)n(CC(=O)C(C)(C)C)c2ccccc21	-4&0

These rows are one share of the data, so the mix of outcomes need not match the whole.
